Screens from PubChem BioAssay.
PhoP inhibition: inhibitors of PhoP regulon expression, primary screen, Salmonella Typhimurium, GFP reporter (AID 1863). 300,000 tested, 0.16% active. inhibition, % at 50 µM; hits with a dose series show IC50 in µM. S. Typhimurium PhoP-regulated promoter GFP reporter, 4 h; higher % means a stronger effect;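 active = inhibition over 29.93%, a cutoff 3 SD above the screen mean, later confirmed by dose response; inconclusive = inhibition over 29.93% but no dose response follow-up; inactive = inhibition at most 29.93% or unconfirmed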;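 note: 0% = low Mg2+ inducing control and 100% = high Mg2+ repressing control; strong numbers were not always called active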
Insulin prom up: insulin promoter activators in MIN6 cells, imaging, high-content screening, mouse beta cells; z-score at 5 µM; AID 1625, 2009; MIN6 insulin promoter-GFP reporter; hits give high values; 190,000 tested, 0.3% active;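 active = z-score above 3 at 5 µM with at least 500 cells counted in the well; inconclusive = wells under 500 cells, flagged as cytotoxic or low count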
human PMI inhibitors: human PMI inhibitors, high substrate, primary screen, biochemical, fluorescence intensity, high mannose 6-phosphate (AID 1220); Mannose-6-phosphate isomerase (Homo sapiens); recombinant PMI enzyme, coupled fluorescence intensity; higher % means a stronger effect; inhibition, % at 20 µM; hits with a dose series show IC50 in µM; 190,000 tested, 0.66% active
West Nile antiviral: West Nile virus antiviral activity, cell-based, CPE readout (AID 1621) | West Nile virus-infected cells, CPE inhibition; higher % means a stronger effect | one-dose CPE inhibition, % at 10 µM; IC50 in µM for titrated hits | 290,000 tested, 0.02% active; in the data active = a potency from the dose series; inconclusive = CPE inhibition mostly from about 3.7% at the one dose, without a potency; inactive = the rest, 99 in 100 with CPE inhibition below about 2.2%; note: strong numbers were not always called active
ER stress rescue: rescue of cells from ER stress-induced death, primary screen, 384-well, CSM14.1, thapsigargin, ATP luminescence (AID 1222); cellular ATP content (survival), % at 20 µM; hits with a dose series show EC50 in µM; 190,000 tested, under 10 active; CSM14.1 thapsigargin-induced death rescue, ATP luminescence; higher % means a stronger effect;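 active = EC50 below 50 µM in the dose-response confirmation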;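 note: death triggered by thapsigargin at about 15 µM added after 2 h compound pretreatment; cell ATP read after overnight thapsigargin exposure of roughly 18 to 22 hours; normalized against plate controls of thapsigargin alone and 5% DMSO vehicle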
RSV antiviral HEp-2: RSV antiviral activity via CPE protection, HEp-2 cells, primary 10 µM value included (AID 2391); HEp-2 cells, RSV-induced CPE inhibition; higher % means a stronger effect; CPE inhibition, % at 10 µM, or IC50 in µM where a hit was titrated; 310,000 tested, 0.13% active; in the data active = a potency from the dose series; inconclusive = CPE inhibition mostly from about 23% at the one dose, without a potency; inactive = the rest, 99 in 100 with CPE inhibition below about 21%; note: strong numbers were not always called active
PMI inhibitors: inhibitors of human PMI, primary screen, biochemical, fluorescence intensity, coupled assay (AID 1209) | purified PMI enzyme, coupled fluorescence intensity; higher % means a stronger effect | 190,000 tested, 0.42% active | Mannose-6-phosphate isomerase (Homo sapiens) | inhibition, % at 20 µM, or IC50 in µM where a hit was titrated;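 note: plate controls were DMSO vehicle for no effect and wells lacking substrate for full effect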
TNAP activation fold: human TNAP enzyme activators, primary screen, biochemical, luminescent, no phosphate acceptor, uHTS (AID 1001). Alkaline phosphatase, tissue-nonspecific isozyme (Homo sapiens). purified TNAP, luminescent activation assay, no phosphate acceptor; higher activation fold means a stronger effect. activation fold at 20 µM; hits with a dose series show EC50 in µM. 200,000 tested, 0.03% active; in the data active = activation fold from about 3, or a potency from the dose series; inactive = the rest, 99 in 100 with activation fold below about 1.6; note: many of its hits are not listed in these tables
SV40 large T antigen: SV40 large T antigen inhibitors, biochemical (AID 1903); SV40 large T antigen ATPase/helicase inhibition assay; higher % means a stronger effect; one-dose inhibition, % at 20 µM; IC50 in µM for titrated hits; 310,000 tested, 0.39% active; in the data active = a potency from the dose series; inconclusive = inhibition mostly from about 32% at the one dose, without a potency; inactive = the rest, 99 in 100 with inhibition below about 32%; note: strong numbers were not always called active
Insulin prom up cell count: second read-out of Insulin prom up, no call of its own (marks repeat the call); cell count; measured here: cytotoxicity, nuclei count;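 total cells summed across four imaged fields per well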
* marks the source's active call; other numbers are inactive results; ? = inconclusive; . = no result given. Cut-off read from the data, not from the text of the source, unless noted: active = inhibition above about 50%; inactive = the rest. Compounds were not picked by outcome. About 1.5% of those tested had a hit in this group.

SMILES | PhoP inhibition | Insulin prom up | Insulin prom up cell count | human PMI inhibitors | West Nile antiviral | ER stress rescue | RSV antiviral HEp-2 | PMI inhibitors | TNAP activation fold | SV40 large T antigen
Cc1c(C(=O)O)oc2c(F)cccc12 | -6% | -0.59 | 1270 | -13% | 0.2% | -1.1% | -0.3% | -8% | 1.1 | 12%
O=C(CCN1C(=O)C2CC=C(Cl)CC2C1=O)NCc1ccccc1 (centres undefined) | 5% | . | . | -4% | 0.1% | -1.7% | 0.8% | 2% | 1 | 22%
COc1ccc(CN2C=C3C(=O)C(C)(OC(=O)C4CCCC4)C(=O)C=C3C=C2c2ccsc2)cc1 (centres undefined) | 1% | 0.31 | 836 | . | 0.2% | . | 1.7% | . | . | 14%
CCCc1n[nH]c2c1/C(=N\O)CCC2 | 1% | 0.27 | 1276 | 7% | 1.2% | -0.6% | 1.8% | 13% | 1 | 6%
COc1cc(C(=S)N2CCOCC2)ccc1O | 1% | . | . | 6% | 0.5% | -0.6% | 0.4% | 11% | 1 | 32%
Cc1nc2ccccn2c1-c1nnco1 | -12% | 0.86 | 1257 | 3% | -0.2% | 2.0% | 2.3% | 3% | 1.1 | 15%
c1ccc(-c2cc(-c3nnc4sc(-c5ccccn5)nn34)[nH]n2)cc1 | -10% | 1.4 | 1122 | -1% | . | -1.4% | 8.9% | 2% | 1.1 | -7%
CON(C)c1nc(OCCNC(=O)OCc2ccc(Cl)cc2C)nc(N(C)C)n1 | 0% | . | . | -1% | -0.8% | 22% | 11% | -6% | 1.1 | 7%
Cc1[nH]c2ccccc2c1C(=O)C(=O)NCCCc1ccccc1 | 6% | . | . | . | 0.2% | . | -0.1% | . | . | -15%
COCCNC(=O)NC(=O)CN1CCN(C(c2ccccc2)c2ccccc2)CC1 | -9% | -0.51 | 1244 | -4% | -1.5% | . | 3.0% | -2% | 1.1 | 16%
Cc1cc(NC(=O)CN2C(=O)S/C(=C\c3ccccc3)C2=O)no1 | -6% | 0.07 | 1445 | -2% | -0.7% | 0.6% | 2.2% | 4% | 0.9 | 3%
CC1(C)C(=O)C2(C(=O)NCc3ccccc3)CCC1C2 (centres undefined) | 11% | -1 | 1260 | 4% | -0.3% | 0.8% | 3.5% | 11% | 1.1 | 5%
CC(=O)N1/C(=C/c2ccc(N(C)C)cc2)C(=O)c2ccccc21 | 4% | -0.6 | 1023 | 19% | -0.6% | -0.3% | . | 11% | 0.6 | 6%
NCCCC[C@@H](C(=O)N1CCNCC1)n1cc([C@@H](N)CO)nn1 | -5% | 1.1 | 1318 | -8% | 0.0% | 0.9% | 0.2% | -6% | 1.1 | 8%
Cc1nc(NC(=O)C2CC2)sc1C(=O)Nc1cccc(Cl)c1 | -6% | . | . | . | -1.3% | . | 1.7% | . | . | 12%
Cc1ccc(NC(=S)N2CC(C)OC(C)C2)cc1C (centres undefined) | -5% | . | . | . | 0.6% | . | -0.8% | . | . | 16%
O=C(NC1CCN(C(=O)c2ccccc2Br)CC1)c1ccccc1 | 3% | . | . | . | -0.5% | . | 1.0% | . | . | 7%
CCOC(=O)c1sc(=NC(=O)c2ccco2)n(C)c1C | 1% | -0.15 | 1208 | -15% | . | -0.4% | 1.2% | -11% | 1.1 | 21%
O=C(NCc1cc(Br)cc(Br)c1OC(=O)c1ccccc1[N+](=O)[O-])c1ccccc1 | 0% | -0.52 | 1111 | 5% | ? | 5.9% | 4.8% | 5% | 1.1 | -101%
COc1cc(C(=O)NCc2cc3cc(Cl)ccc3n2C)cc(OC)c1OC | -4% | . | . | . | -1.2% | . | 1.9% | . | . | 27%
N#Cc1c(Nc2ccccc2)c(C=NCCN2CCOCC2)c[nH]c1=O | -8% | 2.6 | 1437 | 3% | 0.1% | 1.6% | 2.0% | -2% | 1 | 10%
CCOc1ccc(NC(=O)c2ccc(C#CC(C)(C)O)cc2)cc1 | -4% | 0.04 | 1981 | 4% | -0.2% | -1.4% | 0.7% | 7% | 1.1 | 3%
Cn1c(N)c(C(=O)COC(=O)c2ccc(S(=O)(=O)N3CCCCC3)cc2)c(=O)n(C)c1=O | -1% | 0.35 | 1165 | -5% | 0.5% | -2.1% | 0.9% | -24% | 1.1 | 3%
CN1CCN(CP(=O)(N2CCOCC2)N2CCOCC2)CC1 | 11% | -0.17 | 1486 | 7% | 0.3% | -0.1% | 2.1% | -6% | 1.1 | 22%
CN(C)c1ccc(CNc2ccc3c(c2)ncn3C(C)(C)C)cc1 | 6% | . | . | . | 0.1% | . | 0.3% | . | . | 38%
(further entries)
SMILES | PhoP inhibition | Insulin prom up | Insulin prom up cell count | human PMI inhibitors | West Nile antiviral | ER stress rescue | RSV antiviral HEp-2 | PMI inhibitors | TNAP activation fold | SV40 large T antigen
Cc1ccccc1NC(=O)COC(=O)c1c[nH]c(=O)[nH]c1=O | -6% | 0.35 | 1445 | 2% | 0.5% | -1.4% | 1.6% | 2% | 1.1 | 5%
CN(C)c1nc(N(C)C)n(C(=O)c2cccs2)n1 | 5% | -0.19 | 1447 | -3% | 0.1% | -0.1% | -0.9% | -2% | 1.1 | 3%
C[C@@H]1CC=C[C@H]2[C@H]1C(=O)N(Cc1ccccc1)[C@H]2c1ccc(-c2ccoc2)cc1F | 0% | . | . | . | 0.8% | . | 7.7% | . | . | -1%
COc1cccc(C(C2C(=O)CC(C)(C)CC2=O)C2C(=O)CC(C)(C)CC2=O)c1 | 6% | . | . | . | 0.3% | . | 0.4% | . | . | 3%
C=CCCCCCCCCC(=O)N1CCN(c2cc3c(cc2F)c(=O)c(C(=O)O)cn3CC)CC1 | 11% | . | . | . | 0.2% | . | 15% | . | . | 8%
COc1ccc(S(=O)(=O)NCCSc2ccc(C)cc2)cc1OC | 0% | -0.08 | 1125 | 6% | -0.2% | -0.4% | 9.1% | 5% | 1.1 | 2%
COc1ccc(CN(C)C(=O)C23CC4CC(CC(Cl)(C4)C2)C3)c(OC)c1OC | -4% | . | . | . | 0.0% | . | 4.3% | . | . | 10%
Cc1cc(NC(=O)c2ccc3c(c2)C(=O)N(Cc2ccccc2)C3=O)no1 | -7% | -0.27 | 1324 | 4% | 0.4% | -0.4% | 1.9% | 3% | 1.1 | 13%
Cc1cc(NC(=O)C2CC(=O)N(c3ccccc3C)C2)no1 (centres undefined) | -3% | . | . | . | 1.9% | . | 1.6% | . | . | 3%
CC12CN3CC(C)(CN(C1)C3c1ccc([N+](=O)[O-])o1)C2 (centres undefined) | -6% | -0.17 | 1029 | . | 0.2% | . | 1.0% | . | . | 9%
O=C(NC1CCCCCC1)c1cccnc1Sc1ccccc1 | -6% | 0.32 | 1431 | -2% | -0.7% | -3.6% | 2.1% | 8% | 1.5 | 4%
COc1ccc(N/C=C(\C#N)c2nc3ccccc3n2C)c(OC)c1 | 1% | -1.2 | 1240 | 14% | -0.7% | 0.7% | 15% | 4% | 1.1 | 9%
O=C1Nc2cc3c(cc2C1=O)sc1ccccc13 | 6% | -0.36 | 1423 | . | 0.3% | . | -2.5% | . | . | 13%
COc1ccc(C2CC(=O)c3c(C)nc(N4CCN(Cc5ccccc5)CC4)nc3C2)cc1OC (centres undefined) | 3% | . | . | 4% | 0.4% | 3.9% | 4.5% | -2% | 1.1 | 1%
COCCCNCCCOc1ccc(C)cc1Br | -7% | 0.01 | 1454 | -9% | ? | -2.3% | -0.2% | -8% | 0.9 | -1%
Cc1cccc(N/C(N)=N/c2nc(C(F)(F)F)cc(C(F)(F)F)n2)c1 | -7% | 0.51 | 1568 | 8% | -0.8% | -0.7% | 5.0% | 10% | 1.1 | 6%
Cc1cc(C)n2nc(SCC(=O)N/N=C/c3ccc(F)cc3)nc2n1 | -7% | 0.07 | 1327 | -2% | -0.3% | -2.1% | -0.9% | 2% | 1.1 | 7%
CCc1ccc(CNC(=O)C2CCN(S(=O)(=O)N3CCC(C)CC3)CC2)cc1 | 14% | . | . | . | -0.1% | . | 7.7% | . | . | 9%
NC(=O)c1nsc(C(=O)N(CC(=O)NC2CCCCC2)c2ccc(Cl)cc2)c1N | 3% | . | . | . | 0.8% | . | 2.0% | . | . | 7%
CCn1c(CCNC(=O)c2ccc(OC)cc2)nnc1SCc1ccc(Cl)c(Cl)c1 | -3% | -0.17 | 1248 | 1% | -1.8% | 0.5% | 6.1% | 15% | 0.7 | 5%
C=C(C)Cn1c(-c2ccccc2)nc2ccccc21 | 1% | 0.06 | 1357 | 1% | -0.8% | . | 22% | 11% | 1 | 14%
COc1ccc(NC(=O)Cn2nnc3ccccc32)c([N+](=O)[O-])c1 | -9% | -0.03 | 1168 | -4% | -0.8% | 0.2% | -0.6% | -8% | 1.1 | 7%
COCCSc1nc2sc3c(c2c(=O)n1-c1ccccc1)CCN(C)C3 | 3% | 0.11 | 1008 | -19% | 0.0% | 0.7% | 0.5% | -11% | 1.1 | 4%
Cc1ccc(CN2C(=O)CSC2c2cccnc2)cc1 (centres undefined) | -7% | 0.21 | 1429 | . | 0.5% | . | 1.8% | . | . | 11%
Cc1ccc(C)c(Nc2nc(-c3ccncc3)nc3ccccc23)c1 | -3% | . | . | . | 0.0% | . | 8.7% | . | . | 5%
Going on with the list:
SMILES | PhoP inhibition | Insulin prom up | Insulin prom up cell count | human PMI inhibitors | West Nile antiviral | ER stress rescue | RSV antiviral HEp-2 | PMI inhibitors | TNAP activation fold | SV40 large T antigen
CCOc1cc(S(=O)(=O)Nc2ccccc2CC)ccc1Cl | -3% | -0.69 | 833 | 8% | -0.7% | -0.2% | 0.5% | 20% | 1 | 3%
COc1cccc(N2CCN(C(=O)CCNS(=O)(=O)c3ccc4c(c3)c(=O)n(C)c(=O)n4C)CC2)c1 | 0% | 0.01 | 1288 | 16% | -0.9% | 3.7% | 1.7% | 8% | 1.1 | 15%
CC(=O)N1N=C(c2ccccc2OC(=O)/C=C/c2ccccc2)CC1c1ccccc1 (centres undefined) | 1% | . | . | . | -0.1% | . | 1.9% | . | . | 7%
CCC1CCCCN1C(=O)c1cc(-c2ccc(Cl)c(Cl)c2)on1 (centres undefined) | 12% | . | . | 17% | 0.7% | 1.9% | 2.7% | 15% | 1 | 11%
CN(Cc1cccc(C(F)(F)F)c1)Cc1nc(-c2cnccn2)no1 | -2% | -0.33 | 1564 | 11% | -0.1% | -1.7% | 1.4% | 11% | 1 | 7%
CC(C)=C1Cc2ccccc2C1=O | -9% | 0.27 | 1322 | 5% | -0.4% | 0.1% | 2.8% | -1% | 1.1 | 4%
NC(=O)Nc1ccc(Nc2ccccc2)cc1 | -4% | -0.3 | 1378 | . | 1.1% | . | 1.0% | . | . | 7.8µM*
COc1ccnc(Oc2ccccc2)c1-c1ncn[nH]1 | -3% | 0.5 | 1397 | 4% | 0.8% | 0.3% | 0.6% | 8% | 1.1 | 9%
